NALP3 yeast inh: NALP3 inhibition in yeast. 330,000 compounds, 0.39% hits. Yeast reconstituted NLRP3/ASC/caspase-1, beta-gal luminescence, 24 h. AID 2825. inhibition, % at 10 µM;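 active means inhibition of 50% or more; inactive means inhibition below 50%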;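 further: plate controls were induced DMSO wells for no effect and uninduced yeast grown without galactose for full effect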
mIAP block: mouse IAP inhibition; 330,000 compounds, 0.2% hits; inhibition, % at 10 µM; purified mouse IAP, CDP-Star luminescence, 30 min;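 active means inhibition of at least 40% at 10 µM in the primary screen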;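 further: plate controls were DMSO with enzyme for no effect and no enzyme wells for full effect; values of inactives mirror those of a sister screen read the other way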
beta cell repl: inducers of beta-cell replication in MIN6 cells. 330,000 compounds, 0.29% hits. proliferation, % at 10 µM. MIN6 cells proliferation, ATPlite luminescence, 48 h; cells starved in 0.2% serum; 100% = growth in 10% serum. AID 2380;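 active means compounds whose signal lies at least 3.5 SD above the mean of all wells on their plate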;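 further: 0% = DMSO-treated cells in low-serum medium and 100% = 10% serum control; some compounds called inactive have numbers as strong as hits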
A3G deaminase: APOBEC3G (human) deaminase inhibition; recombinant A3G, ssDNA deamination FAM/TAMRA fluorescence; Q9HC16; 330,000 compounds, 0.28% hits; inhibition, % at 20 µM; AID 493012;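 active means inhibition of at least 40% at 20 µM, with no more than 30% in the related APOBEC3A deaminase screen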;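 further: plate controls were DMSO wells with A3G for no effect and wells lacking A3G enzyme for full effect; some compounds called inactive have numbers as strong as hits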
Target sequence (Q9HC16 whole entry, looked up): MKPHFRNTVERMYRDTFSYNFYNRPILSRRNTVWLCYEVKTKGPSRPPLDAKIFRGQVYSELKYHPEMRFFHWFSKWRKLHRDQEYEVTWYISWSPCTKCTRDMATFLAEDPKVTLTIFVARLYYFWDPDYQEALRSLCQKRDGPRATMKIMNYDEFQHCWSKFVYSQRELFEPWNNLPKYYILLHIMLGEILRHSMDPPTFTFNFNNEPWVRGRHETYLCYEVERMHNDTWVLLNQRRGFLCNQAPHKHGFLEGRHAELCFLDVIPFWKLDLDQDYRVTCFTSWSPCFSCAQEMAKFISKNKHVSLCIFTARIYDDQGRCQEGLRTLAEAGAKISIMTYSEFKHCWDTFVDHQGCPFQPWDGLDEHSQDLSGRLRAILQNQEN
A3A deaminase: blocks human APOBEC3A ssDNA deamination; P31941; recombinant A3A, FAM/TAMRA ssDNA deamination fluorescence; inhibition, % at 20 µM; 330,000 compounds, 0.41% hits;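 active means at least 40% inhibition at 20 µM here, with at most 30% in a related deaminase screen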;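 further: plate controls were A3A with DMSO for no effect and wells lacking A3A enzyme for full effect; some results filed as inactive read as strong as hits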
Target sequence (P31941 whole entry, looked up): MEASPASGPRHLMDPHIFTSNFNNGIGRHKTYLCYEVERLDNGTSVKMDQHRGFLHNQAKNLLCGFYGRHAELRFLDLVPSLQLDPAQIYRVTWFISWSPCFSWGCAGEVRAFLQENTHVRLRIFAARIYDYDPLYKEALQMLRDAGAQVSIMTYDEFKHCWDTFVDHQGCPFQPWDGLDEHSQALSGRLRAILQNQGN
SENP1 inh: inhibitors of human SENP1 SUMO protease catalytic domain; AID 624204; 360,000 compounds, 0.21% hits; inhibition, % at 10 µM; recombinant SENP1 catalytic domain, CyPet-SUMO1-YPet FRET cleavage; Q9P0U3;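 active means inhibition at least 30% at 10 µM, raw YFP signal under a set limit, fluorescence ratio 0.5 to 1.5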;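 further: 0% = enzyme with DMSO and 100% = no enzyme wells; some results filed as inactive read as strong as hits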
Target sequence (Q9P0U3 419-644 limits assumed): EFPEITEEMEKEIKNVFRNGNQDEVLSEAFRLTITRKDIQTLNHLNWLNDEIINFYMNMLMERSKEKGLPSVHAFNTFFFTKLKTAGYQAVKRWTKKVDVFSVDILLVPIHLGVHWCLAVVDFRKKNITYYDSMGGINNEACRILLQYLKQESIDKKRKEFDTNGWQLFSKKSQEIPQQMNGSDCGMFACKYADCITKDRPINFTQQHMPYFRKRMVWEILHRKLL
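Material: hSENP1 catalytic domain, recombinant; medium: Tris pH 8 with BME, BSA, NP40 and catalase; compound: single concentration of 10 µM compound, 0.5% DMSO final; technique: FRET read of cyan and yellow fluorescence; timing: 50 min enzyme reaction, room temperature, light-protected; reagent: SFCypet-SUMO1-SFYpet substrate at 25 nM; control set: no-enzyme low, enzyme-DMSO high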
hIAP inh: blocks human intestinal alkaline phosphatase; purified IAP, CDP-Star luminescence, 30 min; inhibition, % at 10 µM; 330,000 compounds, 0.12% hits; AID 2544;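 active means inhibition reaching a set limit with compound at 10 µM in the primary screen, cut at about 35% in these data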;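 further: plate controls were DMSO wells with enzyme for no effect and no-enzyme buffer wells for full effect; values of inactives mirror those of a sister screen read the other way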
hIAP act: increases human intestinal alkaline phosphatase activity. purified human IAP, CDP-Star luminescence, 30 min; stronger effect = higher value; 1 = vehicle-only enzyme, 0 = enzyme-free background. activation factor at 10 µM. 330,000 compounds, 0.16% hits. P09923. AID 2524;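 active means activation factor of the enzyme at least 2-fold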; further: the source names both 10 and 20 µM as test concentration; values of inactives mirror those of a sister screen read the other way
mIAP activ: mouse IAP activation; muIAP, CDP-Star luminescence, 30 min; stronger effect = higher value; 1 = vehicle-only enzyme signal, 0 = enzyme-free wells; activation factor at 10 µM; 330,000 compounds, 0.24% hits; AID 2805;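 active means activation factor of at least 2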; further: the source names both 10 and 20 µM as test concentration; values of inactives mirror those of a sister screen read the other way
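also added = chemiluminescent substrate CDP-Star | test system = mouse IAP enzyme | signal = chemiluminescence readout | compound = DMSO-dissolved test compounds | incubation = 30 min at room temperature | benchmarks = DMSO wells, no-enzyme wells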
Numbers without * were called inactive; nt = no result given. These rows are one share of the data; count on the stated rates, not on these rows.

SMILES	A3A deaminase	NALP3 yeast inh	A3G deaminase	hIAP act	SENP1 inh	mIAP block	mIAP activ	hIAP inh	beta cell repl
CCCc1nnc(-c2cc(OC)c(OC)c(OC)c2)o1	-5	9	-6	1.2	3	-4	1	-24	-1
C[C@@H]1CN([C@H](C)CO)C(=O)c2cc(NC(=O)Nc3ccc(C(F)(F)F)cc3)ccc2O[C@H]1CN(C)S(=O)(=O)c1ccc(Cl)cc1	-1	9	-3	1	1	-48	1.5	-1	-5
Cc1ccc(N2C(=O)C3C4C=CC(CNC(=S)Nc5cccc(Cl)c5)(O4)C3C2=O)cc1 (stereo not given)	-4	14	10	0.99	-1	-47	1.5	1	-5
COc1ccc(NC(=O)COC(=O)c2c(-c3ccccc3)noc2C)cc1	4	-9	-4	1	2	-11	1.1	-1	-1
C=CCOc1ccccc1NC(=O)CN1C(=O)CNC1=O	6	12	-1	1.1	0	-3	1	-9	3
COc1cccc(C(=O)Nc2nc(-c3ccc4c(c3)OCO4)cs2)c1	0	32	10	0.97	1	20	0.8	3	-5
COCCn1c(SCc2nc(N)nc(Nc3ccccc3C)n2)nc2ccccc2c1=O	2	12	-3	1.2	1	-2	1	-15	2
CCCOc1ccc(C2C3=C(CCCC3=O)N(CC(=O)O)C3=C2C(=O)CCC3)cc1OCC	-3	11	-8	1.2	-12	1	0.99	-17	-3
COc1cc(=O)[nH]c(=O)n1CC(=O)c1ccccc1	-3	13	2	1.1	-9	1	0.99	-5	-3
Cc1ccc(NC2CCCN(C(=O)c3cnsn3)C2)cc1C (stereo not given)	-2	26	-3	1.2	1	-2	1	-24	-2
C=CCOc1ccccc1CN(C(=O)CCl)c1ccc2c(c1)OCO2	-4	-5	-10	0.88	-3	-5	1.1	12	-4
C=C(C)Cn1c(CCNC(=O)C(C)C)nc2ccccc21	-2	0	-5	1.1	1	5	0.95	-11	0
COc1ccc(N(CC(=O)NC2CCCC2)C(=O)Cn2nnc(-c3ccc(OC)c(OC)c3)n2)cc1	-1	4	-10	1.2	0	-8	1.1	-17	2
COc1cccc(C(=O)Nc2cc(C(=O)NCCc3ccccc3)ccc2Cl)c1	1	14	-6	1.2	-10	-1	1	-22	1
Cc1ccc(S(=O)(=O)CCC(=O)Nc2ccc(F)cc2)cc1	4	5	0	0.86	1	3	0.97	14	-2
CCOc1ccc(NC(=O)c2nnn(CC(=O)Nc3ccccc3OC)c2N)cc1	-4	7	-8	1.1	0	-21	1.2	-6	0
Cc1ccn2cc(-c3cccc(S(=O)(=O)N4CCCCC4)c3)nc2c1	-1	-53	-3	0.78	6	2	0.98	22	7
COc1cnc(-c2ccccn2)nc1Oc1ccc(Cl)cc1	1	36	0	1.2	3	-1	1	-16	-1
O=C(Nc1ccc[n+](CC(=O)c2cccc3ccccc23)c1)c1ccccc1	0	18	-4	0.99	-2	14	0.86	1	0
CCCn1nnc(NC(=O)Cc2ccccc2)n1	-2	14	-1	0.95	1	-4	1	5	2
Cc1ccc(CN2CC(C(=O)Nc3ccccc3N3CCCC3)CC2=O)cc1 (stereo not given)	-4	11	-2	0.97	1	1	0.99	3	-1
CCOC(=O)c1c(-c2ccccc2Cl)csc1NC(=O)CSc1nc(C)cc(=O)[nH]1	7	3	-5	0.97	1	11	0.89	3	-1
COc1cccc(OC)c1C(=O)Nc1sc2c(c1C(N)=O)CCN(Cc1ccccc1)C2	-6	-5	-14	0.92	-32	-36	1.4	8	0
CCn1c(O)c(C(C#N)=C2N=c3ccccc3=N2)c2ccccc21	1	19	-3	1	-5	25	0.75	0	0
Cc1ccc(C(=O)NC(C)c2ccccc2)cc1S(=O)(=O)N1CCOCC1 (stereo not given)	-4	10	-6	1	1	-2	1	-2	-4
O=C1CCCC(O)=C1C=NCCc1ccccc1	-1	7	-1	1	2	6	0.94	0	1
COc1ccc(-n2nnnc2SCC(=O)Nc2ccccc2N2CCOCC2)cc1	-1	23	0	1	2	3	0.97	-2	-1
COc1ccc(S(=O)(=O)N2CCN(C(=O)[C@@H]3CCCN3C(=O)c3cccs3)CC2)cc1	-2	2	-9	1	0	-2	1	-3	3
O[Si](CCCN1CCCCC1)(c1ccc(F)cc1)C1CCCCC1 (stereo not given)	4	26	-2	0.94	-1	-9	1.1	6	-8
CC1CN(C2=Nc3cccc4cccc2c34)CC(C)O1 (stereo not given)	-6	7	-5	1	-40	-17	1.2	0	1
CCN1/C(=C2/SC(=S)N(C)C2=O)C=Cc2cc(C)ccc21	7	14	3	0.82	25	8	0.92	18	-2
CC(=O)c1ccc(NC(=O)c2ccc(COc3ccccc3[N+](=O)[O-])o2)cc1	-5	3	-9	0.9	4	14	0.86	10	-2
COc1ccc(/C(C)=N/NC(=O)c2nnn(-c3nonc3N)c2CN(C)c2ccccc2)cc1	-6	15	-9	0.99	0	-2	1	1	-2
O=C(Nc1nnc(-c2cccs2)o1)c1ccco1	-6	12	-9	0.82	-1	1	0.99	18	10
COc1ccccc1OCC(=O)NNC(=S)NC(=O)c1ccco1	-2	13	25	1.1	-1	15	0.85	-11	-3
CC(Oc1cccc(Cl)c1)C(=O)Nc1cc(S(=O)(=O)N2CCCCC2)ccc1N1CCOCC1 (stereo not given)	1	15	-8	1.1	0	9	0.91	-8	-7
COc1ccc(CN2CCNC(=O)C2CC(=O)N(C)C2CCOCC2)c(F)c1 (stereo not given)	-2	22	-4	0.96	-10	6	0.94	4	1
Cc1ccc(NC(=O)Cc2ccc(-c3ccccc3)cc2)nc1	-5	33	-6	1.1	-3	-6	1.1	-8	-3
COc1ccc2oc(C(F)(F)C(F)(F)F)cc(=O)c2c1	0	2	-1	0.95	-1	-9	1.1	5	-1
C=CC[C@H](CC(=O)OC(C)(C)C)C(=O)OC[C@H]1CCCN1C(=O)[C@H](CC=C)CC(=O)N(CCO)Cc1ccccc1	0	4	-2	1.1	2	11	0.89	-7	-3
O=C(CCc1nnc2ccc(NCc3ccccc3Cl)nn12)NC1CCCC1	0	13	0	0.73	-10	6	0.94	27	-3
COC(=O)c1cc(C(=O)OC)cc(N2C(=O)CC(NNC(=O)c3ccccc3Cl)C2=O)c1 (stereo not given)	2	17	-2	1	0	6	0.94	-5	0
CCc1ccc2[nH]c(=O)c(C(c3nnnn3CCOC)N3CCN(c4ccccc4F)CC3)cc2c1 (stereo not given)	1	10	4	1.2	-2	5	0.95	-17	1
O=C(CCC(=O)Nc1nnc(C2CCCCC2)s1)NCc1cccs1	-2	-4	-3	1	-1	6	0.94	-2	2
CC(C)c1cc(C(=O)N/N=C/c2ccco2)n[nH]1	-4	-1	-5	0.99	2	5	0.95	1	-1
O=C(CN(Cc1ccc2c(c1)OCO2)C(=O)c1cnsn1)NC1CCCC1	1	8	-1	1.1	2	-3	1	-15	0
O=c1c2ccccc2oc2cc(OCc3cccc(F)c3)cc(O)c12	4	12	1	0.99	0	-3	1	1	-1
O=C(CSC1=NS(=O)(=O)c2cc(F)ccc2N1)NCc1ccccc1Cl	0	9	-8	1.1	1	7	0.93	-12	1
O=C(N/N=C/c1ccccc1OC(=O)N1CCOCC1)c1cccs1	-2	23	-4	1.2	-1	-2	1	-22	-3
NC(=O)C1CCCN(C(=O)c2ccc(NC(=O)c3cccs3)cc2)C1 (stereo not given)	-3	6	-7	1.1	1	-9	1.1	-8	-5
O=[N+]([O-])c1ccc(N2CCCCC2)c(Cl)c1N1CCCCC1	0	13	-5	1	4	12	0.88	0	-6
Cc1c(OCC(=O)NCCCN2CCOCC2)ccc2c1oc(=O)c1ccccc12	-1	-2	-1	1.2	1	-2	1	-16	1
COc1ccc(OC)c(NC(=O)COC(=O)CCCN2C(=O)c3ccccc3C2=O)c1	3	22	-1	0.91	2	2	0.98	9	0
Cc1cc(C)c(S(=O)(=O)NCC(=O)NCc2ccccn2)c(C)c1	-3	16	-3	0.94	1	0	1	6	-2
CCOC(=O)/C=C/C(=O)Nc1ccc(Oc2ccccc2)cc1	-4	-4	-12	0.89	0	18	0.82	11	-7
CC(C)C(=O)Nc1cccc(C(=O)Nc2nnc(C(C)(C)C)s2)c1	2	10	2	1.1	1	-10	1.1	-10	1
Cc1nc2ncnn2c(C)c1Cc1cccc(C(F)(F)F)c1	0	3	-5	0.99	2	17	0.83	1	0
COc1ccc(NC(=S)N2CCC(c3nc4ccccc4o3)CC2)c(OC)c1	2	12	-4	1.1	3	-14	1.1	-10	-2
CCc1ccc(NC(=O)COC(=O)CCCC2=NS(=O)(=O)c3ccccc3N2)cc1	1	6	-4	0.94	3	7	0.93	6	3
COc1ccc2[nH]c(C(=O)NCc3ccccc3)cc2c1	-2	28	-3	0.94	2	1	0.99	6	0

(cont.)
SMILES	A3A deaminase	NALP3 yeast inh	A3G deaminase	hIAP act	SENP1 inh	mIAP block	mIAP activ	hIAP inh	beta cell repl
COc1ccc(N=Cc2c[nH][nH]c2=O)cc1	-3	-20	-8	1.1	1	12	0.88	-6	-2
COc1ccc(C2=NNC(c3cc(Cl)cc4c3OCOC4)C2)c(O)c1 (stereo not given)	-3	19	-8	1.2	nt	10	0.9	-19	-4
COCCn1nnnc1C(c1ccc(OC)cc1OC)N1CCN(c2ccccc2)CC1 (stereo not given)	-2	-2	-2	0.86	0	-6	1.1	14	-2
CCCNC(=O)COC(=O)c1ccccc1C(=O)N(C)C1CCCCC1	0	27	-3	0.87	2	1	0.99	13	0
COC(=O)c1cc(NC(=O)c2cc(C)oc2C)cc(C(=O)OC)c1	4	16	1	0.99	-10	3	0.97	1	-2
O=C(NCCCN1CCN(CCCNC(=O)c2cccc(Cl)c2)CC1)c1cccc(Cl)c1	4	12	3	1.1	0	2	0.98	-8	-2
COCCCNC(CC(=O)Nc1cc(C)cc(C)c1)C(=O)O (stereo not given)	1	2	-5	0.97	1	-2	1	3	-3
CC(=O)Nc1ccc(S(=O)(=O)NC2CCCCCC2)cc1	-2	-1	-9	1	-1	5	0.95	-4	1
O=C1CC2(CCN(C(=O)COc3ccccc3)CC2)Oc2ccccc21	-1	1	-4	1.1	1	-6	1.1	-13	6
C=CCNC(=O)c1cc2c(=O)n3cc(C)ccc3nc2nc1NCC1CCCO1 (stereo not given)	2	7	-5	0.85	nt	0	0.99	15	0
COc1cc(OC)cc(C(=O)NNC(=S)NC2CC2)c1	-2	21	-9	1.7	3	9	0.91	-65	-2
COc1ccc(CC(NC(C)=O)C(=O)NC2CCN(c3nc(C)cc(C)c3C#N)CC2)c(OC)c1 (stereo not given)	0	12	-1	0.88	-80	4	0.96	12	-1
